# Screening data: PubChem BioAssay, National Center for Advancing Translational Sciences (NCATS)
# ELG1 genotoxic – induces genotoxicity in HEK293T cells with luciferase-tagged ELG1 | HEK293T ELG1-luciferase reporter, luminescence, 16 h | hit rate 1.3% among 330,000 | AID 504466 | Potency, µM (top dose mostly 46 µM), for inactives: at the highest dose activity change, positive = activation, most hits filed as activators; further: potency means the concentration at half of the fitted maximal effect; % of control where 0% means no effect; nearly all actives have a fitted effect of over 60% in size
#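 Genotoxicity was scored as increased ELG1-luciferase reporter signal, measured by ONE-Glo luminescence (30 min, room temperature). Compound or vehicle exposure of the HEK293T reporter cells lasted 16 hr at 37°C.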
# uPA surface inh – blocks generation of uPA at the cell surface; cell surface uPA generation assay, qHTS; Potency, µM (top dose mostly 38.3 µM), for the others: at the highest dose activity change, negative = inhibition, hits mostly inhibitors; hit rate 0.31% among 330,000; active means well fitted inhibition curve with a large enough effect; inconclusive means small, poorly fitted or top-dose-only effect; inactive means no such curve, though single readings can be large or run the other way; tested in mouse RAW 264.7 cells; further: potency means the concentration at half of the fitted maximal effect; on the % scale 0 is the no-effect control and ±100 the full control effect; nearly all actives have a fitted effect of over 55% in size
# Giardia killer – kills Giardia lamblia; activity change, % at 7.66 µM, hits read low; Giardia lamblia trophozoite viability; AID 540267; hit rate 0.15% among 340,000; in the data active means activity change below about -80%; inconclusive means between about -30% and that limit;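 further: parasites exposed to compound for two days anaerobically before the ATP read; on the % scale 0 is the no-effect control and ±100 the full control effect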
#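 Compounds were tested on trophozoites seeded at 100 cells/well and held 48 hrs at 37 deg C anaerobically. An ATP-based luminescent kit measured the remaining live cells.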
# KCNH2 3.1 inh – KCNH2 3.1 (human) potassium channel inhibition; activity change, % (tested at about 1.8 µM); U2OS KCNH2 3.1, thallium flux FluxOr; hits give low values; hit rate 0.95% among 340,000; AID 720553;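 active means maximum activity change below -70%; inconclusive means maximum activity change from -70% to -50%; inactive means maximum activity change above -50%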;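 further: thallium influx rate constant from kinetic fluorescence after stimulation buffer; on the % scale 0 is the no-effect control and ±100 the full control effect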
#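 Virally transduced U2OS (3.1 isoform, 4 h infection in dark at RT) → overnight 37 C → FluxOr + Red40 in HBSS/HEPES, 45 min → stimulation buffer, 2 min kinetic read → rate constant vs DMSO controls.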
# RORg inh – inhibitors of mouse ROR gamma transcriptional activity; hit rate 5.4% among 310,000; Drosophila S2 Gal4-RORgamma UAS-luciferase reporter, 20 h; Potency, µM (series often up to 53.6 µM), for inactives: top-dose activity change, negative = inhibition, hits mostly inhibitors; P51450; AID 2551; further: potency means the concentration at half of the fitted maximal effect; on the % scale 0 is the no-effect control and ±100 the full control effect; nearly all actives have a fitted effect of over 60% in size
# Target sequence (P51450 whole entry, looked up, the tested form may be a part): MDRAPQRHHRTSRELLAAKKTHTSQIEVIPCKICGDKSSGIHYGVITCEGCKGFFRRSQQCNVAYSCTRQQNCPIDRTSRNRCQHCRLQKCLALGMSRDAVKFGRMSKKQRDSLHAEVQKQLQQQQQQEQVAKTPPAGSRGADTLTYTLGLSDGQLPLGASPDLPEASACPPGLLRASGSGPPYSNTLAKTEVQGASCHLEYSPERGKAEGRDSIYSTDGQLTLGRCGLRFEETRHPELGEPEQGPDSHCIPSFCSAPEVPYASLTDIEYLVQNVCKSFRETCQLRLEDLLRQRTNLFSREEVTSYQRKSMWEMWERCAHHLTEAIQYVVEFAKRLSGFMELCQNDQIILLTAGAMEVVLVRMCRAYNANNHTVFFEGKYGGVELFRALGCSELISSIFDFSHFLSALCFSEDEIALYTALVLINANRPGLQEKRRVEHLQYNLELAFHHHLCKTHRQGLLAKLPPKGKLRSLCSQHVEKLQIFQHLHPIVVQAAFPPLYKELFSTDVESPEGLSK
#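 Luminescence from a UAS-regulated Photinus luciferase reporter in stably transfected Drosophila Schneider cells is measured; decreased signal marks ROR gamma inhibition. Fusion expression is induced by 700 uM copper sulfate for 20 hr.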
# Tb PFK block – blocks T. brucei phosphofructokinase; T. brucei PFK, ADP-Glo luminescence; Potency, µM (top dose mostly 57.5 µM), without a hit: at the highest dose activity, negative = inhibition, actives largely listed as inhibitors; hit rate 0.17% among 330,000;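 further: potency means the concentration at half of the fitted maximal effect; 0% = uninhibited 1x PFK enzyme wells and -100% = no-enzyme wells; nearly all actives have a fitted effect of over 60% in size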
# Target sequence (O15648 whole entry, looked up): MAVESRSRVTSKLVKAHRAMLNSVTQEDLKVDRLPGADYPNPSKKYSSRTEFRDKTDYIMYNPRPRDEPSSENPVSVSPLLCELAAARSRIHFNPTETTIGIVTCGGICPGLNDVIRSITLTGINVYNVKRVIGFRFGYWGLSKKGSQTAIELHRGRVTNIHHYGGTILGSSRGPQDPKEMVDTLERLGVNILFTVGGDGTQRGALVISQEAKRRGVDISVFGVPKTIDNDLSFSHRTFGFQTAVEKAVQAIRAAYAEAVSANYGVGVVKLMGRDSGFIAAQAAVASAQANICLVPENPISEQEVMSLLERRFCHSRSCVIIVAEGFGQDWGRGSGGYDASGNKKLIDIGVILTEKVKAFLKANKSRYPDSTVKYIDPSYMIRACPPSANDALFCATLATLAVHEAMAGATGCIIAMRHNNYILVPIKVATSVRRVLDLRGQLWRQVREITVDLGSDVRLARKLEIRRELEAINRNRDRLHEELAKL
#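 In TEA buffer at pH 8.0 with 5 mM MgCl2, enzyme (1.25 nM) converted F6P (0.5 mM) and ATP (0.1 mM) for 45 min at room temperature. ADP product was read by luciferase luminescence.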
# Coupling enz – inhibits coupling enzyme system, counter-screen for aldolase hits; coupling enzyme system counterscreen, AmpLite Red fluorescence; activity change, negative = inhibition, % at 58.2 µM, hits read low; hit rate 0.67% among 290,000; in the data active means activity change below about -30%; further: on the % scale 0 is the no-effect control and ±100 the full control effect
#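 First, compound is pin-transferred into glyceraldehyde-3-phosphate coupling-enzyme reagent at 57.5 uM final and held 10 min at RT. Next, substrate, coupling system and AmpLite Red are added. After 20 min RT, fluorescence (525/598 nm) is read.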
# Gal4-VP16 FLuc – inhibits Gal4-VP16 luciferase reporter, ROR gamma counter-screen; Drosophila S2 Gal4-VP16 UAS-luciferase, luminescence, 20 h; Potency, µM (doses to about 53.6 µM), inactives show at the top dose activity, negative = inhibition, usual class: inhibitors; hit rate 3.5% among 310,000; AID 2546;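 further: Gal4-VP16 expression switched on by copper sulfate through the metallothionein promoter; potency means the concentration at half of the fitted maximal effect; on the % scale 0 is the no-effect control and ±100 the full control effect; nearly all actives have a fitted effect of over 50% in size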
# FLuc counter – counter-screen for miR-21 project: firefly luciferase inhibitors or activators; AID 588342; hit rate 6.9% among 360,000; Potency, µM (highest dose often 57.5 µM), for inactives: top-dose activity change, negative = inhibition, hits mostly inhibitors; purified FLuc, Km substrates, luminescence inhibition; P08659;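 further: potency means the concentration at half of the fitted maximal effect; plate controls were vehicle for no effect and reference inhibitor for full effect; nearly all actives have a fitted effect of over 55% in size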
#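 Biochemical qHTS of compounds, final roughly 60 µM downward over six points, against 10 nM purified firefly luciferase using Km concentrations of substrates (10 uM D-luciferin, 10 uM ATP) in Tris acetate pH 7.5 buffer; luminescence output.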
# Rab9 promoter act – activators of Rab9 promoter; Huh7 Rab9 promoter-luciferase reporter, luminescence, 24 h; Potency, µM (doses to about 9.22 µM), for inactives: at the highest dose activation, negative = inhibition, actives largely listed as activators; hit rate 2.8% among 320,000; AID 485297; further: potency means the concentration at half of the fitted maximal effect; % of control where 0% means no effect; nearly all actives have a fitted effect of over 60% in size
#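 Measured in stably transfected Huh7 cells bearing a Rab9 promoter–luciferase construct: 24 h compound treatment at 37 °C, followed by luminescence detection.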
# NPC1 prom act – activators of NPC1 promoter. Huh7 NPC1 promoter luciferase reporter, 24 h. Potency, µM (highest dose often 9.22 µM), for inactives: top-dose activation, hits mostly activators. hit rate 2.4% among 320,000. AID 485313;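 further: potency means the concentration at half of the fitted maximal effect; % of control where 0% means no effect; nearly all actives have a fitted effect of over 60% in size; reporter is driven by a mutant NPC1 promoter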
#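 Stably transfected Huh7 (NPC1 promoter→luciferase), 1500 cells/well in Opti-MEM + 10% FBS, 2 h settle, then compound 24 h at 37 °C. Luminescence after 10 min with Amplite reagent.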
# Starred values were filed as active, the others as inactive; ? = inconclusive; . = not tested or not shown; & = joins results of further samples; [ ] = another dose, or the depositor's remark. Unless noted, the call rests on the fitted dose curve; in most records, active means well fitted curve in the direction sought with a large enough effect; inconclusive means small, poorly fitted or top-dose-only effect, or another doubt; inactive means no such curve, though single readings can be large; an effect the other way counts as inactive or inconclusive.
SMILES	ELG1 genotoxic	uPA surface inh	Giardia killer	KCNH2 3.1 inh	RORg inh	Tb PFK block	Coupling enz	Gal4-VP16 FLuc	FLuc counter	Rab9 promoter act	NPC1 prom act
Nc1nc(-c2ccc(Cl)cc2)cc(C(F)(F)F)n1	-2%	.	-9	-12	-24%	-3%	3	-7%	9%	0%	-1%
O=C1COc2ccc(C(=O)CSc3nnc(Cc4cccs4)n3-c3ccccc3)cc2N1	-4%	2%	8	-8	-16%	-7%	5	-29%	1%	0%	-1%
CC(C)C[C@H]1CN=C(Nc2ccccc2)N1CCc1ccc(F)cc1	-1%	?	10	?	.	0%	.	.	2%	-4%	-9%
CC(C)(C)c1ccccc1OCCCCCn1ccnc1	-4%	2%	18	-9	18µM*	-7%	-17	?	0%	-2%	-1%
CCCCN1C(=O)c2ccc(C(=O)NC3=NCCS3)cc2C1=O	0%	2%	4	-16	?	5%	6	?	-18%	0%	1%
CC1(C)Cc2ccccc2C2=C(C(=O)N3CCCCCC3)C(=O)C(=O)N21	0%	11%	-20	4	-12%	0%	-42*	6%	-3%	-10%	0%
O=C(CN1C(=O)C2CC=CCC2C1=O)Nc1ccc(Br)cc1 (stereo not given)	4%	2%	6	2	41%	3%	.	-1%	-1%	3%	2%
COc1cc(-c2nnc(SCC(=O)Nc3ccc(C(=O)O)cc3)o2)cc(OC)c1OC	2%	3%	1	-9	.	11%	.	.	.	.	.
CC1=NN(c2ccc(C(=O)O)cc2)C(=O)CC1	?	-1%	-16	-6	.	1%	-1	.	-17%	14%	18%
Cc1cc(Nc2ccccc2)n(-c2ccc(C(=O)O)cc2)n1	2%	4%	-9	24	-2%	2%	12	-18%	-14%	-2%	-4%
COc1ccc(C2CC(c3ccc(OC)cc3)n3nc(NC(=O)c4cccs4)nc3N2)cc1 (stereo not given)	-4%	.	26	?	5µM*	4%	14	?	-1%	-19%	-4%
COc1cc(CNC(=O)OCC(C)C)cc(OC)c1OC	1%	5%	11	-5	6%	3%	2	-1%	-2%	-4%	-3%
COc1ccc2nc(NC(=O)c3cccnc3SC)sc2c1	?	-8%	-28	.	?	0%	1	10%	5.4µM*	?	?
CC1CCCN(C(=O)C2CCN(CCCc3ccccc3)CC2)C1 (stereo not given)	-8%	0%	-2	4	-6%	-7%	1	-4%	2%	16%	11%
CC1CCCCC1NS(=O)(=O)CCNC(=O)c1ccc2c(c1)OCO2 (stereo not given)	6%	7%	6	10	.	-3%	.	.	2%	0%	-3%
O=C(Nc1nc(-c2ccncc2)cs1)c1ccco1	10%	-2%	9	7	0%[10 µM]	1%	-1	4%	?	22%	15%
O=C(CSc1ccc2nnc(CCNC(=O)c3ccc(F)cc3)n2n1)NCC1CCCO1 (stereo not given)	2%	2%	-3	.	-3%	1%	.	-10%	0%	0%	-2%
NC(=O)c1nn(-c2ccccc2)c(=O)cc1O	4%	4%	-6	8	2%	2%	-3	-9%	1%	0%	0%
COc1ccc(OC)c(NC(=O)CC2SC(=Nc3ccc(F)cc3)N(CCC3=CCCCC3)C2=O)c1 (stereo not given)	-6%	-2%	10	10	?	0%	-3	?	-8%	-1%	0%
O=C(CCCCCNC(=S)Nc1ccccc1)C[N+](=O)[O-]	-3%	6%	-6	6	?	-3%	2	-11%	-12%	0%	-1%
C=C(C)[C@@H]1CC=C(CN2CCN(Cc3ccccc3)CC2)CC1	-4%	-1%	3	4	-1%	0%	0	2%	5%	-2%	3%
c1ccc(-n2ncc3c(NCc4ccco4)ncnc32)cc1	10µM*	-7%	-4	20	-42%	-2%	1	-6%	24µM*	?	?
Cc1cccc2c(=O)cc(C)n(CC(=O)N3CCOCC3)c12	-4%	7%	-14	22	5%	1%	-2	1%	3%	4%	-2%
Cc1cc(C)c(NC(=O)CSc2nc3ncc(Br)cc3[nH]2)c(C)c1	0%	2%	-6	-9	1%	0%	3	2%	1%	-3%	-5%
Cc1ccccc1NC(=O)COC(=O)C1CC2CCCC(C1)C2=O (stereo not given)	-3%	4%	-2	2	.	-3%	.	.	-13%	-3%	6%
Cc1ccsc1CN(C)CC(=O)Nc1ccc([N+](=O)[O-])cc1Cl	-24%	0%	-9	2	10%	3%	-2	3%	1%	-3%	2%
Cc1ccccc1-c1nc(CN2CCC(C(=O)NCCCN3CCOCC3)CC2)c(C)o1	0%	.	-6	23	-30%	4%	0	-2%	0%	-13%	-3%
CN(C[C@H](Cc1ccccc1)N(C[C@H](CC1CCCCC1)N(CCc1ccccc1)N=O)N=O)N=O	-5%	2%	-4	-6	0%	-14%	-3	1%	-1%	9%	-2%
Cc1nc(SCC(=O)N2CCOCC2)c2c(=O)n(C)c(=O)n(CC(C)C)c2n1	0%	-1%	0	-1	.	1%	.	.	.	.	.
COC(=O)c1ccccc1NC(=O)COC(=O)c1cccnc1	5%	-5%	7	1	-2%	1%	1	-5%	5%	0%	-1%
CSc1ncccc1C(=O)Nc1ccc(S(=O)(=O)N2CCCC2)cc1	0%	10%	3	1	.	-1%	.	.	-2%	-2%	-3%
COc1ccc(OC)c(C(c2nnnn2C(C)(C)C)N2CCc3ccccc3C2)c1 (stereo not given)	-2%	-10%	-6	-3	-1%	-4%	0	-3%	8%	-1%	-4%
COc1nc(NCCc2ccc(OC)c(OC)c2)nc(OC)n1	.	-4%	-9	-21	34%	.	1	7%	-2%	.	.
CCN(CC)CCSc1nc2ccccc2n1Cc1ccccc1	-12%	13%	-2	-75*	-27%	1%	0	-3%	6%	3%	0%
CC(C)(C)c1nnc(NC(=O)C2c3ccccc3Oc3ccccc32)s1	-5%	18%	29	-4	20%	?	-5	-11%	?	-6%	-12%
CC1=NN(C(N)=S)C(=O)C1N=Nc1ccccc1 (stereo not given)	?	8%	-16	0	0.2µM*	-5%	4	0.89µM*	24µM*	25%	-50%[inhibitor]
CC(C)COc1ccc(CNC(=S)Nc2ccccc2)cc1Cl	-7%	-6%	-4	-17	5µM*	6%	0	13µM*	0%	0%	-2%
Cc1ccc(-n2nnnc2SCC(=O)Nc2nc(-c3ccc(F)cc3)cs2)cc1C	11%	4%	9	-1	?	1%	-1	?	0%	-6%	3%
CCOC(=O)C1CCCN(S(=O)(=O)c2cc(Br)cc3c2N(C(=O)CC)CC3)C1 (stereo not given)	-32%	-2%	6	-8	10%	-2%	6	-16%	3%&-1%	0%	1%
CCOC(=O)CCC(NC(=O)CCC(=O)NC(CCC(=O)OCC)C(=O)OCC)C(=O)OCC (stereo not given)	2%	4%	-10	21	-3%	4%	0	-7%	1%	-4%	-5%
COCc1cc(C)nc(SCC(=O)Oc2ccc(Cl)cc2)c1C#N	4%	6%	4	13	44%	-10%	-4	-2%	-8%	10%	0%
CCOc1ccc(C2Nc3ccccc3C(CC)(CC)O2)cc1 (stereo not given)	2%	3%	-10	4	11%	0%	-3	2%	0%	3%	0%
COCCN(Cc1ccccc1)C(=O)c1cccc(S(=O)(=O)N(C)c2c(C)n(C)n(-c3ccccc3)c2=O)c1	5%	0%	11	8	.	-2%	.	.	11%	-2%	-1%
COc1cccc(CNC(=O)COC(=O)CCCNC(=O)c2ccc(Cl)cc2)c1	11%	0%	11	7	.	-3%	.	.	?	0%	0%
O=c1c2ccccc2cnn1-c1ccc(Cl)cc1	?	-10%	-7	-20	-42%	-4%	-2	-24%	5.4µM*	1µM*	1.4µM*
NS(=O)(=O)c1cccc(NC(=O)CSc2nnnn2-c2ccccc2)c1	-6%	3%	-2	18	2%	-1%	4	5%	-3%	3%	0%
CCCCCOc1ccc(NC(=O)C(=O)NCCCn2ccnc2)cc1	-1%	-8%	-4	-33	-19%	-3%	4	-12%	2%	2%	-3%
COc1ccc(-c2noc(CCC(=O)N3CCN(c4ccccc4OC)CC3)n2)cc1	-4%	10%	5	11	.	5%	.	.	.	.	.
Cc1nc(N2CCN(c3ccccc3)CC2)nc2c1C(=O)CC(C)C2 (stereo not given)	-24%	-4%	3	2	11%	1%	2	0%	1%	-1%	-3%
Cc1cccc(Cc2nnc(NC(=O)c3cccc(S(=O)(=O)N4CCOCC4)c3)s2)c1	-6%	4%	0	4	-15%[0.365 µM]	-14%	-2	.	9%	3%	1%
N#CC1(NC(=O)COc2ccc(C(N)=O)cc2)CCCC1	0%	2%	1	-3	.	0%	.	.	.	.	.
Cc1nnn(-c2nonc2N)c1C(=O)NNC(=O)c1ccc(Cl)c(Cl)c1	0%	-2%	-4	13	-9%	-26%	4	-19%	-7%	-5%	-2%

# No enrichment for hits. Share with any hit: about 14%.
